Compound activity from PubChem.
p53null 39C kill – p53 null cell cytotoxicity, nonpermissive temperature; H1299 p53-null (neo) cells, 39C, ATPlite viability, 24 h; Potency, µM (top dose mostly 46.1 µM), for inactives: at the top dose activity, negative = cell killing, usual class: cytotoxic; 0.97% of 55,000 active; AID 904;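 further: potency means the concentration at half of the fitted maximal effect; 0% = DMSO only and -100% = full killing by 100 µM tamoxifen; nearly all actives have a fitted effect of over 50% in size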
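Following overnight plating at 37C (600 cells/well), H1299-neo or H1299-p53A138V cells are dosed up to 46 uM. Incubation lasts 24 hr at 39C before ATP detection.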
B2AR arrestin ag – ADRB2 beta-arrestin recruitment; AID 1347077; Potency, µM (doses to about 46.1 µM), for inactives: at the highest dose activation, hits mostly activators; HTLA Tango cells, beta-arrestin recruitment, luciferase luminescence, 18 h; 44,000 tested, under 10 active; P07550;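 further: potency means the concentration at half of the fitted maximal effect; 0% = DMSO and full agonism = EC100 isoproterenol or metaproterenol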
Target sequence (P07550 whole entry, looked up): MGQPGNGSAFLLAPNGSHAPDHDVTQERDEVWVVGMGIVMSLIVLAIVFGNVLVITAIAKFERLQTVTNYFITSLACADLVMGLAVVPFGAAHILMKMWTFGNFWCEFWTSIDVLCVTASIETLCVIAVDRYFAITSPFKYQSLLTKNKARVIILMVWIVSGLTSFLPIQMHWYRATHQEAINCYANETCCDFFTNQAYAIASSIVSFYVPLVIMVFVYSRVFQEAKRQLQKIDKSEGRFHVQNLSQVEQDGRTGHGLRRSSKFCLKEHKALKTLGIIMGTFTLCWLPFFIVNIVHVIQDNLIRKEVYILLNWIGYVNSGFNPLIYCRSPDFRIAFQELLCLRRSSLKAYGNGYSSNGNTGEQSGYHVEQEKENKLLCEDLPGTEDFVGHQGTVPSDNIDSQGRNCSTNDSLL
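Tango cells expressing recombinant beta2-AR and beta-arrestin were treated with compounds (up to 46 microM titration) in DMEM with 1% FBS for 18 hr at 37 degrees C. Beta-arrestin recruitment drove tTA-dependent luciferase, read by luminescence; curves were fitted and classed.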
PTAP-TSG101 blk – TSG101-PTAP interaction inhibition, HIV-1 budding | Q99816 | Fluorescence polarization, FITC-PTAP peptide/Tsg101, 20 min | Potency, µM (series often up to 115 µM), for the others: top-dose activity change, negative = inhibition, most hits filed as inhibitors | 44,000 tested, under 10 active; further: potency means the concentration at half of the fitted maximal effect; 0% is about no effect
Target sequence (Q99816 whole entry, looked up): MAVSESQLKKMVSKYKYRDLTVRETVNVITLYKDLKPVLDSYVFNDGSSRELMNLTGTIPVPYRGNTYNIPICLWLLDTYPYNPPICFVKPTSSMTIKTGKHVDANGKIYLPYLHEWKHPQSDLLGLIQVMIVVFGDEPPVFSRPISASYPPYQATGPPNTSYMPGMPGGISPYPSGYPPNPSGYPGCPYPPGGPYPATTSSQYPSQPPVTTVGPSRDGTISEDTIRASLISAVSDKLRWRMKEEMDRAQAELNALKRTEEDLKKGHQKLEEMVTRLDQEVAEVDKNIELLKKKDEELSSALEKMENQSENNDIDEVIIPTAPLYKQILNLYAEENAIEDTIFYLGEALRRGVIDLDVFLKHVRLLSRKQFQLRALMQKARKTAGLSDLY
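FITC-labeled PTAP peptide (50 nM final) binding to Tsg101 binding domain (10 uM final) read by fluorescence polarization after 20 min at r.t. in HEPES pH 7.5 buffer. Actives by CRC class, <25 µM.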
GALK inh – GALK (human) enzyme inhibition; P51570; recombinant GALK, Kinase-Glo ATP luminescence, 1 h; Potency, µM (series often up to 57.5 µM), for inactives: at the top dose activity, negative = inhibition, hits mostly inhibitors; 44,000 tested, under 10 active; AID 1347072;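 further: plate controls were full GALK reaction for no effect and reaction lacking GALK for full effect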
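Compounds were pinned into ATP buffer, then GALK-galactose mix was added (final 5 nM enzyme, 35 uM ATP, 100 uM galactose, pH 8.0). After 1 h at room temperature, Kinase-Glo Plus was added and luminescence read.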
p53null 32C tox – kills p53 null cells at the permissive temperature; H1299-neo p53 null cells, ATP luminescence, 24 h, 32C; Potency, µM (titrated, usually from 46.1 µM), inactives show top-dose activity change, negative = cytotoxicity, usual class: cytotoxic; 0.62% of 55,000 active; AID 903;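 further: potency means the concentration at half of the fitted maximal effect; 0% = DMSO only and -100% = full killing by 100 µM tamoxifen; nearly all actives have a fitted effect of over 55% in size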
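Cytotoxicity: H1299-neo (no p53), 32C, 24 h treatment. Concentrations up to 46 uM. Readout cellular ATP, luminescence. Normalization to DMSO basal and tamoxifen 100 uM maximal kill.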
NTMT1 inhibitor – NTMT1 methyltransferase inhibition; 2.5% of 59,000 active; NTMT1 MTase-Glo SAH luminescence, purified enzyme; Potency, µM (top dose mostly 114 µM), inactives show top-dose activity change, negative = inhibition, hits mostly inhibitors;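 further: potency means the concentration at half of the fitted maximal effect; plate controls were DMSO vehicle for no effect and no enzyme for full effect; nearly all actives have a fitted effect of over 65% in size; many of its hits are not listed in these tables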
Target sequence (Q9BV86 whole entry, looked up): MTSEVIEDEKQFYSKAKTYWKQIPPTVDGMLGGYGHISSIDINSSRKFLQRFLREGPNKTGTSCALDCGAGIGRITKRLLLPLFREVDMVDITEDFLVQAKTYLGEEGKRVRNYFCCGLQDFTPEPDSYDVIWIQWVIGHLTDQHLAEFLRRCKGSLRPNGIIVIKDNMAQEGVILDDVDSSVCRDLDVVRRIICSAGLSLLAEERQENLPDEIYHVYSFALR
FH mod – Identification of activators of human fumarate hydratase by quantitative high-throughput screening; FH coupled MDH/diaphorase resazurin fluorescence, 15 min; Potency, µM (top dose mostly 79.9 µM), for inactives: at the top dose activity change, negative = inhibition, hits mostly inhibitors; 0.22% of 54,000 active; AID 1347055, 2019; further: potency means the concentration at half of the fitted maximal effect; on the % scale 0 is the no-effect control and ±100 the full control effect; the screen sought activators but most active calls are inhibition curves; nearly all actives have a fitted effect of over 45% in size
Numbers without * were called inactive; ? = inconclusive; . = no result given; [ ] = remark or other dose. The call rests on the fitted dose curve; in most records, active means well fitted curve in the direction sought with a large enough effect; inconclusive means small, poorly fitted or top-dose-only effect, or another doubt; inactive means no such curve, though single readings can be large; an effect the other way counts as inactive or inconclusive. Not all compounds are listed (hit frequency here may not be typical).

SMILES	p53null 39C kill	B2AR arrestin ag	PTAP-TSG101 blk	GALK inh	p53null 32C tox	NTMT1 inhibitor	FH mod
CC1CCN(C(=O)c2cc3c(=O)n(C)c4cc(Cl)ccc4c3s2)CC1	9%	0%	3%	6%	5%	?	-16%
O=C(c1ccc(C(F)(F)F)cc1)N1CCC(c2nc(-c3ccc(S(=O)(=O)N4CCCC4)cc3)no2)CC1	-17%	-2%	-1%	1%	1%	2%	-15%
CCOC(=O)c1cccc(NC(=O)N2CC(CC)Sc3ccccc32)c1 (stereo unspecified)	-3%	-1%	-1%	4%	-4%	2%	-12%
CCCCNC(=O)CN1C(=O)COc2ccc(S(=O)(=O)N3CCCC3)cc21	-12%	1%	2%	0%	-1%	16%	5%
COC(=O)c1cccc(-n2c(CCC(=O)O)ccc2-c2ccc(OC)cc2)c1	?	1%	-6%	6%	9%	14%	-14%
CCOc1cc(C2C(C(=O)OC)=C(C)NC3=C2C(=O)c2ccccc23)c(Br)cc1OC (stereo unspecified)	5%	-2%	-9%	3%	19%	-11%	-14%
CCOc1ccc(C(=O)c2cn(CC(=O)Nc3ccc4c(c3)OCCO4)c3ccc(OC)cc3c2=O)cc1	-9%	-1%	0%	9%	4%	0%	-10%
CCn1c2ccccc2c2cc(CN3CCN(Cc4ccccc4C)CC3)ccc21	-17%	1%	1%	0%	0%	?	-15%
COc1cccc(NC(=O)Cn2nc(C)c3c(C)n(-c4ccccc4)nc3c2=O)c1	23%	1%	-8%	1%	2%	-5%	-3%
Cc1ccc2nc(SC(Cc3cc(Cl)ccc3Cl)C(=O)O)[nH]c2c1 (stereo unspecified)	21%	-1%	-4%	4%	-8%	6%	-6%
CC1CCc2c(sc(NC(=O)c3cc(-c4cccc(Cl)c4)on3)c2C(N)=O)C1 (stereo unspecified)	4%	-2%	1%	-5%	0%	.	.
CCN(c1ccc(OC)cc1)S(=O)(=O)c1nnc(NC(=O)c2ccccc2Cl)s1	-11%	0%	0%	4%	0%	19%	-31%
CCOc1ccccc1NC(=O)Cn1nc(N2CCN(c3ccccc3)CC2)ccc1=O	-7%	-1%	0%	1%	-5%	-8%	-26%
O=C(NC1CC(=O)N(c2ccccc2)C1)c1cccs1 (stereo unspecified)	-17%	-4%	0%	-1%	-1%	6%	2%
CCCc1cnc2c(c1SCC(=O)Nc1cccc(C)c1C)c(=O)n(C)c(=O)n2C	34%[activator]	1%	-6%	-7%	-5%	13%	-3%
CCC(=O)OCc1cnc(C)c2oc(=O)c(C(=O)Nc3ccc(CC)cc3)cc12	-5%	0%	0%	-1%	-3%	7%	-5%
Cc1nn(C(=O)c2ccccc2F)c(C)c1S(=O)(=O)N1CCCCCC1	-12%	0%	-7%	0%	-6%	-8%	1%
Cc1ccc(CCNC(=O)Cn2ncc3c([nH]c4ccc(C)cc43)c2=O)cc1	4%	1%	2%	2%	2%	-8%	5%
CCC(=O)N1CCc2cc(CNS(=O)(=O)c3ccc(Br)s3)ccc21	-16%	0%	0%	-5%	-7%	-6%	-6%
Cc1c(NC(=O)Cc2ccc(Cl)cc2)cccc1-c1nc2cccnc2s1	-3%	0%	2%	2%	-2%	-4%	-6%
CC(=O)c1ccc(N2CCN(C(=O)CCCn3c(=O)[nH]c4ccsc4c3=O)CC2)cc1	9%	0%	-3%	0%	3%	-3%	-17%
Cc1cc(C)c(/C=C/c2onc(C)c2S(=O)(=O)N2CCC(C(=O)N3CCN(c4ccccc4)CC3)CC2)c(C)c1	-15%	0%	-5%	0%	0%	12%	-18%
Cc1ccc2cccc(NC(=O)C(C)Oc3ccc(Cl)cc3Cl)c2n1 (stereo unspecified)	19%	-1%	-3%	-1%	3%	-2%	?
COc1ccc(-c2cnc(C)o2)cc1S(=O)(=O)Nc1ccc(NC(C)=O)cc1	-8%	1%	-4%	0%	4%	16%	?
COc1cccc(NC(=O)CSc2nnc3[nH]c(=O)cc(-c4ccccc4)n23)c1	?	-2%	5%	2%	?	?	-29%
Cc1ccccc1CNC(=O)C(=O)NCC(c1ccc2c(c1)OCO2)N1CCOCC1 (stereo unspecified)	-10%	0%	-2%	4%	-8%	5%	1%
CC(=O)NCCNc1nc2c(-c3cccc(C)c3)nnn2c2ccc(Cl)cc12	8%	0%	1%	5%	0%	0%	-18%
CCc1ccc(NC(=O)C(=O)NCCc2sc(-c3ccc(OC)c(OC)c3)nc2C)cc1	27%	0%	-5%	-1%	0%	6%	-2%
Cn1cc(S(=O)(=O)c2ccccc2)c(=O)c2cc(F)c(N3CCCCC3)cc21	-6%	-1%	-3%	3%	-26%	-1%	3%
O=C(Cc1cccc([N+](=O)[O-])c1)NCc1nc2cccnc2n1Cc1ccc(F)cc1	17%	0%	1%	3%	7%	8%	7%
CCOc1ccc(NC(=O)CCS(=O)(=O)c2ccc3c(c2)n(C)c(=O)c(=O)n3C)cc1	-6%	-4%	1%	-16%	4%	-3%	-12%
CSc1ncc(Cl)c(C(=O)Nc2ccc(S(=O)(=O)N3CCC(C)CC3)cc2)n1	0%	0%	-6%	-3%	3%	-1%	-19%
COc1ccc(-c2cc(C(=O)Nc3ccc(C#N)cc3)no2)cc1	-8%	1%	-3%	-1%	-3%	.	.
CCOc1ccc(NC(=O)c2cnc(N3CCCC3)nc2C)cc1	-4%	0%	-3%	-1%	-7%	14%	6%
CCOC(=O)c1c(C)oc2nc(C)nc(NCc3ccc(OC)cc3OC)c12	-9%	1%	-1%	0%	0%	-3%	-27%
COc1cc(C2c3c(-c4ccc(C)cc4)n[nH]c3C(=O)N2c2ccc(F)cc2)ccc1O (stereo unspecified)	41%[activator]	0%	-15%	0%	-5%	-1%	?
CCc1nnc(NC(=O)CSc2nccn2-c2ccc(OC)cc2)s1	1%	0%	-2%	2%	-2%	1%	5%
Cc1ccccc1NC(=O)Cn1c(=O)n(CCc2ccccc2)c(=O)c2sc3ccccc3c21	17%	1%	-1%	0%	-3%	8%	-1%
COC(=O)c1cc(NC(=O)CN(c2ccccc2)S(=O)(=O)N(C)C)ccc1Cl	-4%	1%	-1%	3%	0%	23%	-9%
CC(=O)Nc1ccc(-c2nnc(SCC(=O)c3ccc([N+](=O)[O-])cc3)o2)cc1	12%	0%	-4%	-4%	-14%	5%	-10%
CSc1ccc(CCNC(=O)CN2C(=O)c3cccnc3Oc3ccc(Cl)cc32)cc1	-12%	0%	3%	1%	-3%	5%	-8%
COc1cccc(CNC(=O)Cn2c(=O)nc(-c3ccccc3F)c3cc(Cl)ccc32)c1	-17%	0%	-7%	2%	3%	13%	-11%
COc1cccc(NC(CNS(=O)(=O)c2ccc(C)cc2)c2ccccc2)c1 (stereo unspecified)	?	-3%	-1%	6%	?	2%	?
CCn1c(=O)cc(SCC(=O)NCc2ccc(C)cc2)c2ccccc21	-2%	1%	1%	10%	-5%	?	-3%
CCOc1ccc(Nc2ncnc3c2nc2n3CCCCC2)cc1	-21%	2%	0%	1%	-7%	-27%	-16%

In another format: entries from further up
| smiles | p53null 39C kill | B2AR arrestin ag | PTAP-TSG101 blk | GALK inh | p53null 32C tox | NTMT1 inhibitor | FH mod |
| --- | --- | --- | --- | --- | --- | --- | --- |
| COc1cccc(CNC(=O)Cn2c(=O)nc(-c3ccccc3F)c3cc(Cl)ccc32)c1 | -17% | 0% | -7% | 2% | 3% | 13% | -11% |
| CCc1nnc(NC(=O)CSc2nccn2-c2ccc(OC)cc2)s1 | 1% | 0% | -2% | 2% | -2% | 1% | 5% |

Further results:
SMILES	p53null 39C kill	B2AR arrestin ag	PTAP-TSG101 blk	GALK inh	p53null 32C tox	NTMT1 inhibitor	FH mod
CC(C)CCNC(=O)c1cc(-c2cccnc2)nc2ccc(S(=O)(=O)N3CCC(C)CC3)cc12	-19%	-2%	0%	-3%	6%	-3%	-3%
O=C(Nc1cccc(F)c1)[C@H](CSCc1ccccc1)N1Cc2ccccc2C1=O	16%	1%	1%	-2%	-1%	9%	-19%
Cc1ccn2c(Nc3ccc4c(c3)OCCO4)c(-c3ccc(C)o3)nc2c1	?	0%	-4%	-2%	-7%	?	?
Cc1nn(CCCC(=O)Nc2ccccc2C(F)(F)F)c(=O)c2nn(-c3ccccc3)c(C)c12	-6%	1%	-1%	1%	-3%	0%	7%
O=C(Nc1ccc(OC(F)(F)F)cc1)NC1COc2ccccc2C1 (stereo unspecified)	18%	0%	3%	3%	-3%	5%	-1%
Cc1coc2c(C)c3oc(=O)c(CCC(=O)N4CCCCC4)c(C)c3cc12	-24%	1%	-7%	2%	-4%	-7%	-16%
CC(=O)Nc1ccc(NC(=O)Cn2nc(C(=O)Nc3ccc(C)cc3)ccc2=O)cc1	0%	-1%	-5%	0%	-5%	-2%	1%
COc1ccc(-c2c(C)nn3c(N4CCN(c5ccccc5F)CC4)cc(C)nc23)cc1OC	3%	-2%	-5%	-5%	4%	14%	-1%
COc1ccc(OCCn2nnc3sc4c(c3c2=O)CCCC4)cc1	?	-2%	1%	3%	-5%	?	-17%
CCn1c(CC2C(=O)N(C)c3ccccc32)nc2ccccc2c1=O (stereo unspecified)	-26%	-1%	-5%	0%	4%	-25%	4%
CC(=O)N1CCc2cc(Br)cc(S(=O)(=O)CCC(=O)NCCc3ccc(Cl)cc3)c21	-4%	-2%	-4%	-2%	-5%	-8%	-3%
COc1ccc(-n2ncc(C(=O)N3CCN(Cc4ccccc4)CC3)c2C2CCN(C(=O)OC(C)(C)C)CC2)cc1	-27%	1%	-5%	1%	-3%	19%	-5%
CCN(CC)CCCNC(=O)c1cn(CC)c2ccc(S(=O)(=O)N3CCc4ccccc4C3)cc2c1=O	-9%	0%	-1%	8%	5%	?	-25%
Cc1ccc(NC(=O)Cn2cc(C(=O)C3CCCCC3)c3ccccc32)cc1	-14%	1%	-1%	0%	-2%	7%	-19%
Cc1cccc(N2C(=O)CS(=O)(=O)C23C(=O)N(C)c2ccccc23)c1 (stereo unspecified)	-11%	1%	-1%	-3%	0%	10%	-4%
O=C(Nc1sc2c(c1C(=O)NCc1ccccc1)CCCC2)c1cc(=O)c2ccccc2o1	7%	0%	0%	-10%	3%	-11%	0%
CCCN(CCC)CCCNC(=O)c1cc2c(=O)n(C)c3ccccc3c2s1	-17%	0%	-11%	8%	-5%	50µM*	?
CCC(=O)Nc1ccccc1-c1nc2ccccc2n(C(CC)C(=O)Nc2cccc(Cl)c2)c1=O (stereo unspecified)	-6%	-2%	-1%	3%	-3%	4%	-14%
CCOC(=O)c1c(C)sc(-c2c(-c3ccc(OC)c(F)c3)[nH]c3[nH]c(=O)[nH]c(=O)c23)c1O	4%	-2%	7%	1%	12%	-2%	-20%

Results in PTAP-TSG101 blk, NTMT1 inhibitor and p53null 32C tox (two entries from above):
structure	PTAP-TSG101 blk	NTMT1 inhibitor	p53null 32C tox
CSc1ncc(Cl)c(C(=O)Nc2ccc(S(=O)(=O)N3CCC(C)CC3)cc2)n1	-6%	-1%	3%
CCOc1ccc(NC(=O)c2cnc(N3CCCC3)nc2C)cc1	-3%	14%	-7%
